Kir21 block – inhibitors of mouse Kir2.1 inward-rectifier potassium channel; hit rate 0.85% among 310,000; AID 1672, 2009; Inward rectifier potassium channel 2 (Mus musculus), P35561; HEK293-Kir2.1, FluxOR thallium flux fluorescence; active compounds read low; B-score at 10 µM;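 active = fluorescence ratio B-score at or below minus 3 SD of library scores, with starting-brightness B-score within 2 SD, cut at about -4.2 in these data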;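 also: channel flux triggered by added potassium and thallium sulfate stimulus; B-score of peak minus minimum fluorescence over baseline after thallium stimulus; more negative B-score means stronger Kir2.1 block with less thallium influx; some compounds called inactive have numbers as strong as hits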
Target sequence (P35561 whole entry, looked up): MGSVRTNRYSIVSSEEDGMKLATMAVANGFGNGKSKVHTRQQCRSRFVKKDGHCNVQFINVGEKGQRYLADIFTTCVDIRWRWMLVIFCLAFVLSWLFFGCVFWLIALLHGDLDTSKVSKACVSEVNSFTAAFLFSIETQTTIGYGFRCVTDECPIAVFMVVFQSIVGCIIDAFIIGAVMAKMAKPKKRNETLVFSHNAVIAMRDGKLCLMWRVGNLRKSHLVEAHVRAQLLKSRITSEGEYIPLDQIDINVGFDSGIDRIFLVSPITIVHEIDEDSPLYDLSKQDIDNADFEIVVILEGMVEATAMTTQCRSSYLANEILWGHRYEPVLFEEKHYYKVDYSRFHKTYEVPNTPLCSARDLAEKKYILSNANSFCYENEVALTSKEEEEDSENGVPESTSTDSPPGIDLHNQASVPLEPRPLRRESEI
KCNQ2 block – KCNQ2 potassium channel inhibitors, primary screen, cell-based, CHO-K1, FluxOR thallium flux, B-score (AID 2156). Potassium voltage-gated channel subfamily KQT member 2 (Rattus norvegicus), O88943. 20 min; active compounds read low. B-score at 10 µM. hit rate 1.1% among 310,000;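 active = fluorescence ratio B-score at most minus 3 library SDs, with starting brightness B-score within 2 library SDs, cut at about -5.5 in these data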
* marks the source's active call; other numbers are inactive results; i = inactive.

Kir21 block | KCNQ2 block | SMILES
-0.28 | i | Cc1cc(C(=O)N(C)CC(=O)Nc2ccc(Cl)c(C(F)(F)F)c2)no1
-0.61 | i | CC(C)CNC(=O)COC(=O)c1ccc(Cl)c(S(N)(=O)=O)c1
0.01 | i | O=C(NC1CCCCC1)C(c1c(F)cccc1Cl)N(C(=O)c1csnn1)C1CC1 (stereo unspecified)
0.3 | i | O=S(=O)(Nc1ccncc1)c1cc(Cl)c(Cl)cc1Cl
0.05 | i | O=[N+]([O-])c1ccc(-c2cn3c(n2)SCC3)cc1
-2.2 | i | CCCCCCCCC/C(=N\O)c1ccccn1
-0.63 | i | COc1ccc(C2(CNC(=O)c3ccccc3)CCCC2)cc1OC
0.28 | i | CN(C)c1ccc(/C=C/c2nc3ccccc3s2)cc1
0.28 | i | C#CCNC(=O)C1=C[C@@H](c2ccc3c(c2)OCO3)[C@H](CCCO)[C@@H](OCC)O1
0.53 | i | O=C(C(=O)N1CCCC1)c1c(-c2ccccc2)[nH]c2ccccc12

Overlap with the part before: 5 entries, then new ones.
Kir21 block | KCNQ2 block | SMILES
-2.2 | i | CCCCCCCCC/C(=N\O)c1ccccn1
-0.63 | i | COc1ccc(C2(CNC(=O)c3ccccc3)CCCC2)cc1OC
0.28 | i | CN(C)c1ccc(/C=C/c2nc3ccccc3s2)cc1
0.28 | i | C#CCNC(=O)C1=C[C@@H](c2ccc3c(c2)OCO3)[C@H](CCCO)[C@@H](OCC)O1
0.53 | i | O=C(C(=O)N1CCCC1)c1c(-c2ccccc2)[nH]c2ccccc12
0.01 | i | O=C(Nc1ccccc1Br)C1CCCN1S(=O)(=O)c1cccc2nsnc12 (stereo unspecified)
-3.2 | i | O=C(Nc1nc(-c2ccc(S(=O)(=O)N3CCCCCC3)cc2)cs1)c1cccs1
0.2 | i | CCn1cc(C(=O)NCc2cccs2)c(=O)c2ccc(C)nc21
0.32 | i | CCOc1ccc(-c2nnc(-c3ccco3)o2)cc1
-1.1 | i | O=C(Nc1ccccc1)Nc1ncc([N+](=O)[O-])s1
-2.3 | i | Cc1cc(Nc2ncc(Cl)cc2Cl)n(-c2ccccc2)n1
0.56 | i | O=C(CCc1nnc(CCC2CCCCC2)o1)NCCn1cccn1
-0.03 | i | COc1cc2c(cc1OC)C(C(C)C)=NC(C)(C)C2
1.1 | i | C=C(c1ccccc1Cl)[n+]1ccccc1
0.62 | i | CC(=O)N(c1nnc(-c2cccc(C)c2)s1)C1CCCC1
-0.3 | i | CCC(=O)n1nc(-c2ccc(OC)cc2)nc1NCc1cccs1
0.49 | i | O=C1N=c2ccccc2=C1c1sc(=S)n(NC(=O)c2cccc(O)c2)c1O
-0.13 | i | Cc1ccc2oc(=O)c3cnn(CC(=O)NCCc4ccsc4)c3c2c1
0.89 | i | Cc1ccc2c(c1)C(=O)CCN2
-1.4 | i | Cc1ccccc1NC(=O)COC(=O)c1ccccc1SCC(=O)N1CCCC1
0.01 | i | CN(Cc1nccn1C)C(=O)c1cc(COc2ccc3ncccc3c2)on1
0.8 | i | COc1ccc(CNC(=O)C2CC(O)CN2C(=O)Nc2ccccc2)cc1 (stereo unspecified)
-0.43 | i | CC(C)CCNC(=O)NC(=O)CSc1nnc(-c2ccccc2F)n1N
0.54 | i | CN(c1ccccc1)S(=O)(=O)c1cccc(NC(=O)CCN2C(=O)C3CCCCC3C2=O)c1 (stereo unspecified)
-1.4 | i | O=C1NN(c2ccccc2)C(=O)/C1=C\c1ccccc1
0.49 | i | Nc1ccc(-n2nncc2-c2ccccc2)cc1
-1.9 | i | O=C(C1CCCO1)N1CCN(c2ccc(F)cc2)CC1 (stereo unspecified)
0.27 | i | CCOc1ccc(N(CC(=O)NN=C2CCCC2)S(C)(=O)=O)cc1
0.46 | i | Cc1ccc(S(=O)(=O)N2CCCC2c2nc3ccccc3s2)cc1 (stereo unspecified)
-0.03 | i | CC1=NN(C(N)=S)C(=O)C1N=Nc1cccc2ccccc12 (stereo unspecified)
0.45 | i | CCOC(=O)C1CCN(C(=O)CC2(CC(=O)O)CCCC2)CC1
0.26 | i | CCOc1ccccc1NC(=O)C(OC(=O)c1ccccc1)c1ccccc1 (stereo unspecified)
-0.07 | i | COc1cccc(C(=O)N2CCN(Cc3ccccn3)CC2)c1OC
-0.92 | i | CC(C)CC(=O)Nc1nc2c(c(=O)[nH]1)CCCC2
-0.65 | i | O=C(CNC(=O)c1ccncc1)N/N=C/c1ccccc1[N+](=O)[O-]

A draw from above in order of formula weight, highest first.
Kir21 block | KCNQ2 block | SMILES
-0.07 | i | COc1cccc(C(=O)N2CCN(Cc3ccccn3)CC2)c1OC
-1.9 | i | O=C(C1CCCO1)N1CCN(c2ccc(F)cc2)CC1 (stereo unspecified)
0.49 | i | Nc1ccc(-n2nncc2-c2ccccc2)cc1

Other entries follow:
Kir21 block | KCNQ2 block | SMILES
0.16 | i | Cc1cccc(C)c1NC(=O)CCn1cnc2ccccc2c1=O
1.3 | i | O=C(NC(=S)Nc1cc([N+](=O)[O-])ccc1O)c1ccc2c(c1)OCO2
-0.88 | i | N=c1oc2cc(O)ccc2cc1C(=O)Nc1nc2ccccc2s1
0.03 | i | CC1CC(Nc2ccccc2N)=CC(=O)O1 (stereo unspecified)
2.6 | i | CCCc1nc2oc3ccccc3c(=O)c2c(=O)n1CCCOC
-1.1 | i | Cc1ccc(C(=O)OCC(=O)NC(=O)Cc2ccccc2)c(O)c1
0 | i | COC(=O)c1ccc(Cn2c(O)c(N=NC(N)=S)c3ccccc32)o1
-0.01 | i | N#CCN1C(=O)NC2(CCCc3sccc32)C1=O (stereo unspecified)
0.02 | i | COc1ccc(NC(=O)CCCn2cnc3ccccc3c2=O)cc1
1.3 | i | CN1CCN(Cc2nc3ccccc3n2C)CC1CCO (stereo unspecified)
-0.05 | i | COc1ccc(CNC(=O)c2cnc(C)cn2)cc1
0.01 | i | CN(C)C(=O)CSc1nnc(CCCCCNC(=O)OC(C)(C)C)o1
0.39 | i | Cc1ccc(CN2CCN(/N=C/c3ccc(N(C)C)cc3)CC2)cc1
-0.28 | i | Cc1ccc(CNCc2ccc3c(c2)OCO3)c(C)c1
0.48 | i | CCc1nc(SCC(=O)N2CC(=O)Nc3ccccc32)c2c(C)c(C)sc2n1
-0.82 | i | Cc1c2n(c3ccccc13)CC/C2=N\O
-1.2 | i | CC(NC(=O)N(Cc1ccccc1)Cc1ccc2c(c1)OCO2)(C(F)(F)F)C(F)(F)F
0.47 | i | CS(=O)(=O)c1ccccc1C(=O)Nc1ccc(-c2nc3ccccc3[nH]2)cc1
-1.4 | i | Cc1ccc(-n2cnc3sc(C)c(C)c3c2=O)cc1
1.2 | i | O=C(Nc1cccnc1)OC1CCCC1
0.13 | i | Cc1ccccc1C(=O)NC1CCN(Cc2nnnn2C2CCCC2)CC1
0.02 | i | CCC/C(O)=C1\C(=O)CCCC1=NC(C)C(=O)O (stereo unspecified)
0.24 | i | COc1ccc(NCc2nnc(SCC#N)n2-c2ccccc2OC)cc1
-0.38 | i | CCc1ccccc1NS(=O)(=O)c1ccc2[nH]cc(C(=O)NCc3ccco3)c(=O)c2c1
0.13 | i | CCCCCOc1ccc(C(=O)NCC2(c3ccccc3)CCOCC2)cc1
0.74 | i | COCCn1ccc2c(OCC(=O)NCc3ccccc3)cccc2c1=O
-2.4 | i | Cc1cc2ccccc2n1CCNC(=O)C1CCCC1
0.97 | i | CCSC1=C(C#N)C(c2cccc(Br)c2)CC(=O)N1 (stereo unspecified)
3.1 | i | CCOc1ccc(S(=O)(=O)NCc2ccncc2)cc1NC(=O)c1ccccc1
-0.18 | i | CN1C(=O)C2C3c4ccccc4C(c4ccccc43)[C@@H]2C1=O (stereo partly specified)
-3.3 | i | Oc1oc(-c2ccccc2)nc1C=NCc1ccccc1
-0.31 | i | CC(NC(=O)c1ccc(N(C)C)cc1)c1ccc(F)cc1 (stereo unspecified)
-0.01 | i | CCOC(=O)N1CCC(NC(=O)C(CC(C)C)NC(=O)C2CCCCC2)CC1 (stereo unspecified)
-1.2 | i | O=C(O)CCN=C1CCCc2ccccc2N1
-0.88 | i | COc1ccc2occ(C(C)=O)c2c1
-1.9 | i | COc1ccccc1-c1noc(CCCC(=O)NC2CCCC2)n1
-0.86 | i | Cc1nc2ccccc2c(=O)n1/N=C/c1cccs1
0.52 | i | Cc1ccc(C(C)C)c(OCC(=O)c2c(O)c3ccccc3oc2=O)c1
0.43 | i | O=c1c2cccnc2[nH]c(=S)n1CCC1=CCCCC1
0.98 | i | CCOC(=O)CSc1nnc(-c2cccnc2)n1Cc1ccccc1
-0.24 | i | Cc1ccc(C(=O)COC(=O)c2ccccc2N2C(=O)C3C4CCC(C4)C3C2=O)cc1C (stereo unspecified)
-0.45 | i | COc1ccc(CNC(=O)COc2cc(=O)n(C)c3ccccc23)cc1
-1.1 | i | CNC(=O)N1c2ccccc2C=Cc2ccccc21
-0.04 | i | COc1cccc(C=Nc2ccc(N3CCOCC3)cc2)c1O
-0.46 | i | Cc1c(C(=O)N2CCC(Cc3ccccc3)CC2)cccc1[N+](=O)[O-]
0.01 | i | C=CCn1c(SCC(O)Cn2c3ccccc3c3ccccc32)nnc1-c1ccco1 (stereo unspecified)
1.9 | i | COC(=O)/C(=N/Nc1cccc(C)c1)N1CCCc2ccccc21
-0.15 | i | Cc1cc(N/N=C/c2cccc([N+](=O)[O-])c2)nc(-n2nc(C)cc2C)n1
0.65 | i | CC(C)(C)CNC(CO)C12CC3CC(CC(C3)C1)C2 (stereo unspecified)
0.3 | i | O=C(c1ccccc1)N1CCN(C(=O)N2CCCCC2)CC1

The list goes on.
Kir21 block | KCNQ2 block | SMILES
-0.69 | i | C/C(=C\C(=O)c1ccc(F)cc1)NCc1ccc2c(c1)OCO2
-2 | i | Cc1cccc(-c2nc(CS(=O)CC(=O)N3CCCCC3)c(C)o2)c1 (stereo unspecified)
-0.03 | i | CC1(C)CC(=O)C(Sc2ccccc2)=C(O)C1
1 | i | COc1ccc(C2C(C#N)=C(N)N(N(C)C)C3=C2C(=O)CC(C)(C)C3)cc1 (stereo unspecified)
-0.86 | i | Cc1cc(C)nc(SCc2nnc(SCC#N)n2-c2cccc(Cl)c2)n1
2.6 | i | O=C(NCCc1csc(-c2ccccc2)n1)c1ccco1
1.4 | i | CC(=O)Nc1ccc(S(=O)(=O)NCc2nc(-c3ccccc3C)no2)cc1
-0.08 | i | CCCCC(NC(=O)Cc1c(C)c2cc3c(C)c(C)oc3c(C)c2oc1=O)C(=O)O (stereo unspecified)
-2.9 | i | CCCC(=O)c1cc(F)c(N2CCOCC2)cc1C
-0.26 | i | CC(C)NC(=O)CN1C(=O)c2ccccc2S1(=O)=O

Looked up above.
COc1ccc(C2C(C#N)=C(N)N(N(C)C)C3=C2C(=O)CC(C)(C)C3)cc1 (stereo unspecified) in Kir21 block: 1
Cc1cc(C)nc(SCc2nnc(SCC#N)n2-c2cccc(Cl)c2)n1 in Kir21 block: -0.86

Going on with the list.
Kir21 block | KCNQ2 block | SMILES
0.84 | i | CC1CN(c2ccccc2)NC1=O (stereo unspecified)
-0.66 | i | Cc1nc2scc(C)n2c(=O)c1S(=O)(=O)Nc1ccc(N2CCN(S(C)(=O)=O)CC2)cc1
-1.2 | i | Cc1ccccc1Oc1cc(NC(=O)Cn2cnc([N+](=O)[O-])c2)cc([N+](=O)[O-])c1
1.3 | i | COc1cc(-c2c(C(C)=O)c(C)nc3c2C(=O)c2ccccc2-3)cc(OC)c1OC
1.4 | i | O=C1CCC[C@H]2c3[nH]c4ccccc4c3CCN12
0.92 | i | C=CCNC(=O)C1CC2Cn3c(nc4cc(C)c(C)cc43)C2N1C (stereo unspecified)
1.6 | i | COc1ccccc1C(C)Nc1nc(-c2cccnc2)nc2ccccc12 (stereo unspecified)
-1.1 | i | CCN(c1ccccc1)S(=O)(=O)c1ccc(OCc2c(C)noc2C)cc1
2.3 | i | Cc1[nH]nc2c1C1(CCC(c3ccccc3)CC1)C(C#N)=C(N)O2 (stereo unspecified)
-1.9 | i | COC(=O)c1ccc(C2/C(=C(/O)c3ccc(Cl)cc3)C(=O)C(=O)N2C2CCS(=O)(=O)C2)cc1 (stereo unspecified)
0.21 | i | O=C1CCc2cc(S(=O)(=O)N3CCN(c4ccccc4)CC3)cc3c2N1CCC3
-2.2 | i | O=C(COc1cccc(OC(F)F)c1)Nc1ccc(SC(F)F)cc1
-1.5 | i | CCON1C(=O)C(C)(C)N(OCC)C(=O)C1(C)C
0.85 | i | CC(C)CCNC(=O)CN(C(=O)CCC(=O)Nc1ccccn1)c1ccc2c(c1)OCCO2
-2 | i | COc1ccc(-n2ncc3c2CC(C)(C)CC3NC(=O)CCCN2CCCC2=O)cc1 (stereo unspecified)
-0.8 | i | CN(C)C(=O)c1cc(C(=O)c2ccc(C(F)(F)F)cc2F)c[nH]1
-0.51 | i | Cc1ccc(Cn2c(C(C)Nc3nc(-c4ccc(F)cc4)cs3)nc3cc(Cl)c(Cl)cc32)cc1 (stereo unspecified)
0.73 | i | COc1ccc(C2c3[nH]c4ccccc4c3CCN2C(=O)c2cn3ccccc3n2)c(F)c1 (stereo unspecified)
0.04 | i | Cc1ccc(NCC(=O)N/N=C/c2cccn2C)cc1
0.93 | i | Cc1ccc(CC(CC(=O)O)C(=O)NCC23CC4CC(CC(C4)C2)C3)cc1 (stereo unspecified)
1.6 | i | COCCNC(=O)C1CC(=O)N(C2CCCC2)C1 (stereo unspecified)
2.3 | i | COc1ccc(S(=O)(=O)N(CC(=O)O)c2ccc(C)cc2)cc1

No enrichment for hits. About 1.8% of those tested had a hit in this group.
